Assay outcomes from PubChem BioAssay.
T cell HTS: T cell immune modulators affecting CD8 T cell-vesicle binding; AID 2052; calls only at 7 µM; 330,000 tested, 0.068% active; 2C CD8+ T cell-vesicle binding, flow cytometry; hits give low values;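 active means response, share of CD8 T cells binding vesicles, and their 90th percentile fluorescence all below set limits, cut at about 80% in these data, passing the limit was not always enough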
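Assay system: 2C TCR transgenic mouse naive CD8+ T cells, MACS-purified | Read-out: CD8+ gate FL2 mean fluorescence as % of same-row positive control | Signal: High-throughput flow cytometry with anti-B7-1 and anti-CD8 staining | Timing: Binding step 1.5 h, 37 °C, antibody labelling 20 min, ice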
T cell HTS vesicle-bound %: further read-out of T cell HTS, marked with its call; double positive events, %; measured here: CD8+ vesicle-bound cell fraction;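 binding gate set so that unloaded-vesicle control wells show 10% double positive cells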
Numbers without * were called inactive; i = inactive. An excerpt (hit frequency here may not be typical).

A first look, 3 compounds:
SMILES	T cell HTS	T cell HTS vesicle-bound %
CCC(CC)c1nnc(NC(=O)c2cccc(S(=O)(=O)N3CCOCC3)c2)s1	i	46.6
COc1ccccc1C(=O)NCC(=O)Nc1ccc2c(c1)CCC2	i	11.0
O=C(c1cc(Br)ccc1O)N1CCN(S(=O)(=O)Cc2ccccc2)CC1	i	20.9

All compounds of this part (from the top)
SMILES	T cell HTS	T cell HTS vesicle-bound %
CCC(CC)c1nnc(NC(=O)c2cccc(S(=O)(=O)N3CCOCC3)c2)s1	i	46.6
COc1ccccc1C(=O)NCC(=O)Nc1ccc2c(c1)CCC2	i	11.0
O=C(c1cc(Br)ccc1O)N1CCN(S(=O)(=O)Cc2ccccc2)CC1	i	20.9
O=C(COC(=O)CCN1C(=O)C2CC=CCC2C1=O)Nc1ccc(Cl)cc1F (stereo not drawn)	i	36.2
CCOC(=O)C1(Cc2ccccc2)C(=O)Nc2ccccc21 (stereo not drawn)	i	58.9
O=S(=O)(NC1=NCCCCC1)c1cc(F)ccc1F	i	48.5
O=C(Nc1cc(S(=O)(=O)N2CCOCC2)ccc1N1CCCC1)c1ccc(F)cc1	i	52.2
CC1CCCCC12NC(=O)N(CC(=O)N1CCN(c3ccccc3)CC1)C2=O (stereo not drawn)	i	50.7
CC1CN(S(=O)(=O)c2cccc(C(=O)N3CCC(C(N)=O)CC3)c2)CC(C)O1 (stereo not drawn)	i	38.0
COc1ccc(C(=O)NCC(C)(C)CNC(=O)c2ccc(OC)cc2)cc1	i	30.5
COc1ccccc1CC(=O)N1CCN(S(=O)(=O)c2ccccc2F)CC1	i	25.6
Cc1cccc(NC(=O)c2nc[nH]c2C(=O)NC2CCN(C(=O)OC(C)(C)C)CC2)c1	i	33.3
COc1ccccc1C(=O)NCCC(=O)Nc1ccc(S(=O)(=O)N2C(C)CCCC2C)cc1 (stereo not drawn)	i	41.7
COc1ccc(OCC(=O)OCC(=O)NC2CC2)cc1	i	34.1
O=C(OCc1csc(-c2ccccc2)n1)C1=NN(c2ccccc2)C(=O)CC1	i	24.0

3 entries out of the list, ordered by SMILES length, ascending.
SMILES	T cell HTS	T cell HTS vesicle-bound %
COc1ccccc1CC(=O)N1CCN(S(=O)(=O)c2ccccc2F)CC1	i	25.6
CC1CCCCC12NC(=O)N(CC(=O)N1CCN(c3ccccc3)CC1)C2=O (stereo not drawn)	i	50.7
O=C(OCc1csc(-c2ccccc2)n1)C1=NN(c2ccccc2)C(=O)CC1	i	24.0

(continued)
SMILES	T cell HTS	T cell HTS vesicle-bound %
CCCCn1c(N)c(N(CCOC)C(=O)C2CC(=O)N(Cc3ccco3)C2)c(=O)[nH]c1=O (stereo not drawn)	i	32.3
CCN(C[C@H]1N[C@@](Cc2ccccc2)(C(=O)OC)[C@H]2C(=O)N(Cc3ccccc3)C(=O)[C@@H]12)C(=O)c1ccc(F)cc1	i	9.1
C[C@H](NC(=O)c1ncn(Cc2ccccc2)c1C(=O)N[C@@H](C)c1ccccc1)c1ccccc1	i	25.6
Cc1ccc(NS(=O)(=O)c2ccc(Cl)c(N=Nc3c(O)[nH]c(=O)[nH]c3=O)c2)cc1Cl	i	41.6
CC(=O)c1ccc(N2C(=O)CC(N3CCN(S(=O)(=O)c4cc(C)ccc4C)CC3)C2=O)cc1 (stereo not drawn)	i	5.0
COc1ccc(C(CNC(=O)c2cc3ccccc3o2)N2CCCC2)cc1 (stereo not drawn)	i	32.3
O=C(NCC1COc2ccccc2O1)C1CCN(S(=O)(=O)c2ccc(Cl)cc2)CC1 (stereo not drawn)	i	40.8
CN(C(=O)c1cccc(NC(=O)Cc2ccc([N+](=O)[O-])cc2)c1)C1CC1	i	28.0
COc1ccc([C@H]2CC(=O)C=C(c3cccc4c3Oc3ccccc3S4)C2)cc1OC	i	20.9
CCCCN(C(=O)Nc1ccccc1)C1CCS(=O)(=O)C1 (stereo not drawn)	i	37.3
COc1ccc(-c2cc(C(=O)N3CCN(c4ncccn4)CC3)c3ccccc3n2)cc1	i	24.8
N#Cc1ccccc1S(=O)(=O)N1CCN(Cc2c(O)ccc3ccccc23)CC1	i	6.1
CC(Sc1nnc(-c2ccco2)n1N)C(=O)NCC1CCCO1 (stereo not drawn)	i	69.0
COc1ccccc1N1CC(C(=O)OCc2nc(N)nc(Nc3ccccc3)n2)CC1=O (stereo not drawn)	i	10.7
Cc1ccc(C2(c3ccccc3)NC(=O)N(CC(=O)NCc3ccccc3)C2=O)cc1C (stereo not drawn)	i	43.9
CCOC(=O)c1c(C)[nH]c(C(=O)CN(C)CC(=O)Nc2ccccc2C(F)(F)F)c1C	i	4.7
COc1ccc(S(=O)(=O)N2CCC(C(=O)N(C)Cc3ccc(C)o3)CC2)cc1OC	i	12.7
COc1ccc(OC)c(NC(=O)COC(=O)c2c(C)noc2C)c1	i	48.2
O=C(C[C@@H]1C/C=C\CC[C@@H](Cc2ccc(F)cc2)C(=O)OC[C@@H]2CCCN2C1=O)N[C@H](CO)Cc1ccccc1	i	14.0
CCC(C(=O)Nc1ccc(S(=O)(=O)N(C)C2CCN(C)CC2)cc1)c1ccccc1 (stereo not drawn)	i	45.1
COc1ccc(N2CC(C(=O)N[C@@H](C)C(=O)N[C@H](CO)c3ccccc3)CC2=O)cc1 (stereo partly drawn)	i	33.0
CCN(C(=O)COc1ccc(C)cc1OC)c1cccc2ccccc12	i	35.2
Cc1c(C(=O)NC(=S)N(Cc2ccccc2)c2ccccn2)cccc1[N+](=O)[O-]	i	23.5
CC(NC(=O)[C@H](Cc1c[nH]c2ccccc12)NC(=O)[C@@H]1Cc2ccccc2CN1)c1ccccc1 (stereo partly drawn)	i	52.2
CCCCN(C(=O)c1cccc(-c2ccc(OC(C)=O)cc2)c1)c1c(N)n(CCC)c(=O)[nH]c1=O	i	37.7
Cc1ccc(CN2C(=O)C(CC(C)C)Nc3ncnc(N4CCOCC4)c32)cc1 (stereo not drawn)	i	9.1
Cc1noc(C)c1NC(=O)Nc1cccc2c1O[C@H](CN(C)C(=O)Nc1ccc(C(F)(F)F)cc1)[C@@H](C)CN([C@H](C)CO)C2=O	i	11.1
COc1cc(S(=O)(=O)Nc2ccccc2C(=O)N2CCCCC2)ccc1NC(C)=O	i	45.6
CN(CC(=O)NC(=O)NC1CCCCC1)Cc1ccccc1	i	40.4
CC1Sc2ccc(C(=O)NCc3cccc(C(F)(F)F)c3)cc2NC1=O (stereo not drawn)	i	4.7

3 entries drawn at random from the list so far, as already listed:
SMILES	T cell HTS	T cell HTS vesicle-bound %
CCCCn1c(N)c(N(CCOC)C(=O)C2CC(=O)N(Cc3ccco3)C2)c(=O)[nH]c1=O (stereo not drawn)	i	32.3
CCOC(=O)C1(Cc2ccccc2)C(=O)Nc2ccccc21 (stereo not drawn)	i	58.9
CC(Sc1nnc(-c2ccco2)n1N)C(=O)NCC1CCCO1 (stereo not drawn)	i	69.0

Following part
SMILES	T cell HTS	T cell HTS vesicle-bound %
CC(C)NC(=O)N(C)C[C@H]1Oc2c(NS(=O)(=O)c3cccs3)cccc2C(=O)N([C@H](C)CO)C[C@@H]1C	i	8.2
COc1cc(S(=O)(=O)N2CCOCC2)ccc1NC(=O)COC(=O)c1ccc(Cl)nc1	i	48.4
COc1ccc(C(=O)OCC(=O)Nc2ccc3c(c2)OCCO3)c(OC)c1	i	5.8
CN1C(=O)CC(c2ccccc2)CC1=O	i	47.3
CCCCN(C(=O)c1ccco1)c1c(N)n(CCC)c(=O)[nH]c1=O	i	18.4
COCCn1c(SCC(=O)Nc2cc(C)on2)nc2cc(Cl)ccc2c1=O	i	46.6
COc1ccccc1CNC(=O)CCN=C1NS(=O)(=O)c2ccccc21	i	35.3
COc1ccc(CN(C)C(C)C(=O)N(C)CC(=O)Nc2ccc(C)cc2)cc1F (stereo not drawn)	i	39.1
O=C(COC(=O)c1ccccn1)NC(=O)c1ccccc1	i	39.4
CC1(c2ccccc2Br)NC(=O)N(CC(=O)N2CCc3ccccc3C2)C1=O (stereo not drawn)	i	50.9
Cc1ccc(S(=O)(=O)N2[C@@H](c3ccc(Br)cc3)C(C(=O)O)=CC[C@H]2c2cccc(C)c2)cc1	i	23.4
Cc1occc1C(=O)Nc1cc(S(=O)(=O)N2CCOCC2)ccc1OC(C)C	i	38.5
COc1ccc(OC)c(S(=O)(=O)Nc2ccccc2O)c1	i	22.3
COc1ccc(C=NNC(=O)c2cc(C)oc2C)cc1O	i	53.0
COc1ccc(CCN(C)C(=O)c2ccc(C)c(S(=O)(=O)N3CCCCC3)c2)cc1OC	i	26.2
Cc1ccc(NC(=O)c2ccccc2OCc2c(C)noc2C)cc1S(=O)(=O)N(C)C	i	44.2
CC1CN(S(=O)(=O)c2cc(C(=O)N3CCCCC3C)ccc2Cl)CC(C)O1 (stereo not drawn)	i	40.8
CCOC(=O)C1CCN(C(=O)COC(=O)CNC(=O)c2ccc(C(C)(C)C)cc2)CC1	i	16.2
O=C(CN1C(=O)NC(CCc2ccccc2)C1=O)N1CCCCCC1 (stereo not drawn)	i	48.1
FC(F)(F)c1cc(CCN2CCNC[C@@H]2CC2CCCCC2)cc(C(F)(F)F)c1	i	6.3
O=C(Cn1cnc2c(OCc3ccccc3)ncnc21)NCCN1CCOCC1	i	22.8
C#CCOCCOCCOCCNc1nc(N2CCN(C(=O)C([C@@H](C)CC)n3cc(C(N)COC(=O)C(F)(F)F)nn3)CC2)nc(N2CCN(C(=O)[C@H](Cc3ccc(O)cc3)n3cc(C(N)[C@H](C)CC)nn3)CC2)n1 (stereo partly drawn)	i	29.8
CCOc1ncccc1C(=O)Nc1cc(C(F)(F)F)ccc1N1CCOCC1	i	25.9
Cc1nn(-c2ccccc2)c(C)c1CN(C)C(=O)c1ccc(S(=O)(=O)NCc2ccco2)cc1	i	27.2
Nc1c(N(Cc2ccco2)C(=O)COc2ccccc2Cl)c(=O)[nH]c(=O)n1Cc1ccccc1	i	25.6
COc1ccc(C(=O)CCC(=O)Nc2ccc(N3CCN(C)CC3)cc2)cc1OC	i	27.4
O=C(c1ccc([N+](=O)[O-])cc1[N+](=O)[O-])N1CCN(C(=O)C2CCCO2)CC1 (stereo not drawn)	i	30.3
COc1ccc(-c2nc3cnccn3c2NC2CCCCC2)cc1-c1cccc(Cl)c1	i	15.5
COc1ccc(NC(=O)c2cc([N+](=O)[O-])ccc2N2CCCCC2)cc1OC	i	47.4
O=C(COc1ccccc1Cl)Nc1nc(-c2ccncc2)cs1	i	22.6
CC(C)(C)OC(=O)NCc1ccc(CNC(=O)c2nc[nH]c2C(=O)NCc2ccc(CNC(=O)OC(C)(C)C)cc2)cc1	i	10.3
CC(C)c1ccc(CSc2ccc(S(=O)(=O)N3CCOCC3)cn2)cc1	i	14.9
Cc1cc(C(=O)NNC(=O)c2ccc(NC(=O)CC#N)cc2)c(C)o1	i	43.7
COc1ccccc1CNC(=O)CN1C(=O)NC2(CCCCCC2)C1=O	i	22.3
CCNC(=O)CC1SC(=Nc2ccc(C)c([N+](=O)[O-])c2)N(C)C1=O (stereo not drawn)	i	48.7
COc1ccc(/C=C/C(=O)Nc2ccc(C)c(S(=O)(=O)N3CCOCC3)c2)cc1	i	5.6
Fc1ccc2cnc(-c3ccccc3F)cc2c1	i	6.0
Cc1ccc(S(=O)(=O)NCCC(=O)N(C)Cc2cccs2)cc1	i	29.4
O=C(c1nc[nH]c1C(=O)N1CCN(c2ccccc2)CC1)N1CCN(c2ccccc2)CC1	i	37.5
O=C(O)CSc1nnc(-c2cccc(S(=O)(=O)N3CCOCC3)c2)n1-c1ccc(F)cc1	i	25.8
COc1cccc(C(=O)OCC(=O)c2ccc(Br)s2)c1OC	i	60.5
COc1cc(CC(=O)OCC(=O)c2ccc(F)cc2)cc(OC)c1OC	i	26.9
O=C(COC(=O)c1n[nH]c(=O)c2ccccc12)NC1CCCCC1	i	16.6
OC(CN1CCN(c2ccc(C(F)(F)F)cn2)CC1)c1ccccc1 (stereo not drawn)	i	35.5
COc1ccc(C(C)=O)cc1COC(=O)c1ccc(C)c(S(=O)(=O)N2CCOCC2)c1	i	27.7
O=c1c(-c2ccc(O)cc2)coc2c([C@@H]3O[C@H](CO)[C@@H](O)[C@H](O)[C@H]3O)c(O)ccc12	i	34.7
CC(C)(C)C(=O)Nc1ccc(C(=O)CN2C(=O)NC3(CCOc4ccccc43)C2=O)cc1 (stereo not drawn)	i	38.4
CC(=O)Oc1cc(C(=O)OCC(=O)N2CCc3ccccc3C2)cc(OC(C)=O)c1OC(C)=O	i	46.7
Cc1cccc(C)c1NC(=O)CN(C)C(=O)c1ccccc1Sc1ccccc1C#N	i	51.0
CCN(Cc1nc2cc(Cl)ccc2c(=O)[nH]1)C(=O)COc1ccccc1Cc1ccccc1	i	39.4
CC1CN(C(=O)CNC(=O)Cc2cccc3ccccc23)CC(C)O1 (stereo not drawn)	i	3.2
Cc1cccc(C)c1NC(=O)CN(C)C(=O)c1ccc2c(=O)n3c(nc2c1)CCC3	i	22.3
COc1ccc(NS(=O)(=O)c2cccc(C(=O)NCC(c3cccs3)N3CCOCC3)c2)cc1 (stereo not drawn)	i	52.2
c1cncc(-c2ccc3ncnc(NCc4cccs4)c3c2)c1	i	11.0
O=C(Cn1cnc2c(OCc3ccccc3)ncnc21)NCCCN1CCCC1=O	i	2.6
Cc1ccc(S(=O)(=O)NCC(=O)OCC(=O)N(CCC#N)c2ccccc2)cc1	i	54.5
COc1ccc(CCNC(=O)C2CC(O)CN2S(=O)(=O)c2ccc(Cl)cc2)cc1OC (stereo not drawn)	i	53.2
CN(CC(=O)Nc1cccc(F)c1)CC(=O)Nc1cc(S(=O)(=O)N2CCOCC2)ccc1Cl	i	24.3
